TRb-SRC2 inh – TRbeta-SRC2 interaction inhibition; P10828; TRbeta-SRC2 peptide binding, fluorescence polarization; receptor liganded with 1 µM T3; Potency, µM (doses to about 106 µM), for the others: at the top dose activity change, negative = inhibition, most hits filed as inhibitors; actives 0.065% (n = 280,000); AID 1469;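 further: plate controls were bound peptide for no effect and peptide without receptor for full effect; nearly all actives have a fitted effect of over 50% in size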
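Assay buffer: 20 mM Tris-HCl, 100 mM NaCl, 10% glycerol, 1 mM EDTA, 0.01% NP-40, 1 mM DTT, 1 uM T3, 5% DMSO; TRb LBD 0.6 uM, Texas Red SRC2 20 nM; FP after 5 hr.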
KDM4E inh – JMJD2E (human) inhibition; Potency, µM (series often up to 57.1 µM), without a hit: top-dose activity change, negative = inhibition, actives largely listed as inhibitors; JMJD2E catalytic domain, FDH-coupled NADH fluorescence (FDH is formaldehyde dehydrogenase); actives 1.6% (n = 230,000); B2RXH2; active means well fitted inhibition curve with a large enough effect, not every such curve was filed as active; inconclusive means small, poorly fitted or top-dose-only effect, or another doubt; inactive means no such curve, though single readings can be large or run the other way;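 further: 0% = wells with enzyme and -100% = buffer wells without enzyme; nearly all actives have a fitted effect of over 50% in size; many of its hits are not listed in these tables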
RECQ1 inh – inhibitors of human RECQ1 DNA helicase; AID 2549; actives 0.54% (n = 240,000); Potency, µM (top dose mostly 57.3 µM), inactives show at the top dose activity, negative = inhibition, actives largely listed as inhibitors; RECQ1 DNA unwinding, red fluorescence kinetic read; P46063;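 further: plate controls were vehicle for no effect and no enzyme for full effect; nearly all actives have a fitted effect of over 30% in size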
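50 nM RECQ1T1 preincubated 15 min with compound in Tris pH 8.0 buffer with MgCl2, DTT, Tween-20 and 2.5 ug/ml poly(dI-dC); started with 200 nM TAMRA/BHQ-2 forked duplex and 2 mM ATP. Unwinding read as fluorescence (525/598 nm), two reads 2 h apart.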
GoLoco inh red – inhibitors of human Gai1-RGS12 GoLoco interaction (red fluorophore). P63096. Gai1:RGS12 GoLoco peptide FP, rhodamine, 10 min. Potency, µM (series often up to 61.6 µM), without a hit: top-dose activity, negative = inhibition, actives largely listed as inhibitors. actives 0.44% (n = 230,000); active means well fitted inhibition curve with a large enough effect, not every such curve was filed as active; inactive means no such curve, though single readings can be large or run the other way; further: nearly all actives have a fitted effect of over 30% in size; many of its hits are not listed in these tables
TR SRC2 fluor cs – Texas Red fluorescence interference in TRb-SRC2 counter-screen | TRb/SRC2 Texas Red total fluorescence interference | Potency, µM (doses to about 106 µM), for the others: top-dose fluorescence change, negative = quenching | actives 0.29% (n = 280,000); active means well fitted curve in either direction with a large enough effect; inconclusive means small, poorly fitted or top-dose-only effect
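Human TRβ ligand-binding domain (0.6 uM) and Texas Red SRC2 peptide (20 nM) in Tris buffer with 1 uM T3 and 5% DMSO were incubated with pinned compound for 5 hr at ambient temperature. Total fluorescence was computed as S + 2P (555/632 nm).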
Tau ThT inhib – tau fibrillization inhibition (ThT binding) | AID 1460 | recombinant tau K18 P301L, heparin-induced fibrillization, ThT fluorescence | actives 2.1% (n = 270,000) | Potency, µM (titrated, usually from 57.4 µM), inactives show at the top dose activity, negative = inhibition, usual class: inhibitors; further: nearly all actives have a fitted effect of over 55% in size
Target sequence (P10636 561-689 P618L limits assumed): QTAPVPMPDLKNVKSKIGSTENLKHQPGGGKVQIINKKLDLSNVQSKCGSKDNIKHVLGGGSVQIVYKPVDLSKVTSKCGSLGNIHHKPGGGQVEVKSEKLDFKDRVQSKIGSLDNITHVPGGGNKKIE
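Using a mix of unlabeled (15 uM) and Alexa 594-labeled (0.24 uM) tau K18 P301L, heparin-triggered fibrillization over 6 hr at 37 C was scored by ThT fluorescence.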
L3MBTL1 block – inhibitors of human L3MBTL1; Q9Y468; AlphaScreen L3MBTL1–H3K9me1 peptide binding; Potency, µM (top dose mostly 57.1 µM), inactives show at the top dose activity, negative = inhibition, hits mostly inhibitors; actives 0.66% (n = 230,000); further: nearly all actives have a fitted effect of over 60% in size
Target sequence (Q9Y468 whole entry, looked up): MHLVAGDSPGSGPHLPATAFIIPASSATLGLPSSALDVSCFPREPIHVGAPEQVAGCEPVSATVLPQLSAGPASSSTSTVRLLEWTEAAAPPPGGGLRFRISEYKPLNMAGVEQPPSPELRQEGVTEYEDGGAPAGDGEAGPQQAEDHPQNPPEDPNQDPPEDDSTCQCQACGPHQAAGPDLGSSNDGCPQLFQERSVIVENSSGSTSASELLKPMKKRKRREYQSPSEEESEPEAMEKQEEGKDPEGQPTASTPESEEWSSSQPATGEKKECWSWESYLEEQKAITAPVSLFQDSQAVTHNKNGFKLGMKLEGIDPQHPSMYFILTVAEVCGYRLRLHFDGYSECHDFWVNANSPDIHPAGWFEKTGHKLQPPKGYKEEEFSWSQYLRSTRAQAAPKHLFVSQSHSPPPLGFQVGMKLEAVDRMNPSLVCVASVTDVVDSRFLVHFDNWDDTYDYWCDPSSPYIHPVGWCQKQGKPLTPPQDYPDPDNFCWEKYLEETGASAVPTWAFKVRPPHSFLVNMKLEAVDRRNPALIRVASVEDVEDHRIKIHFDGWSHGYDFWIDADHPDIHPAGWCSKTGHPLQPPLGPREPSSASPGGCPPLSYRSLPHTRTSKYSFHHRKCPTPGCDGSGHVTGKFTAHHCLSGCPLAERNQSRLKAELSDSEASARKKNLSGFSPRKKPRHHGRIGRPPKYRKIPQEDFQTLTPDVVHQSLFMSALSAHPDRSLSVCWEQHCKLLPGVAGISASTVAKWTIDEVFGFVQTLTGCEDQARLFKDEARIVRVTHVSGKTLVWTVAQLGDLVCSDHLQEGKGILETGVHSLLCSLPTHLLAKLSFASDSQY
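Displacement of a biotinylated histone H3(1-15) peptide monomethylated at Lys9 (75 nM) from L3MBTL1 (50 nM) was measured by AlphaScreen after a 30 min room-temperature compound incubation; cefsulodin titration served as intraplate control.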
Tau FP inhib – blocks human tau fibril formation measured by polarization; actives 0.39% (n = 280,000); Potency, µM (highest dose often 57.7 µM), for the others: at the top dose activity, negative = inhibition, actives largely listed as inhibitors; P10636; K18 P301L tau heparin fibrillization, Alexa594 FP, 6 h; AID 1468; further: nearly all actives have a fitted effect of over 55% in size
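Human K18 P301L fragment (15 uM unlabeled plus 0.24 uM Alexa 594-labeled) in 100 mM sodium acetate pH 7 with compound, aggregation induced by 20 uM heparin for 6 hr at 37 C. ThT (30 uM) added for 1 hr, then Alexa 594 FP read.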
An asterisk follows results filed as active; i = inactive; ? = inconclusive; . = not tested or not shown; [ ] = another dose, or the depositor's remark. Unless noted, the call rests on the fitted dose curve; in most records, active means well fitted curve in the direction sought with a large enough effect; inconclusive means small, poorly fitted or top-dose-only effect, or another doubt; inactive means no such curve, though single readings can be large; an effect the other way counts as inactive or inconclusive. Unless noted, on the % scale 0 is the no-effect control and ±100 the full control effect; potency means the concentration at half of the fitted maximal effect.

The first two entries, to show the layout:
SMILES	TRb-SRC2 inh	KDM4E inh	RECQ1 inh	GoLoco inh red	TR SRC2 fluor cs	Tau ThT inhib	L3MBTL1 block	Tau FP inhib
CCn1cc(C(=O)O)c(=O)c2cc(F)c(N3CCN(C(=S)NC(=O)c4ccccc4Cl)CC3)cc21	6%	?	-1%	-5%	-2%	.	.	-6%
CCN(CCO)c1ncnc2c1sc1nc(C(C)C)c3c(c12)CC(C)(C)OC3	-2%	?	-10%	-7%	-7%	-9%	36%[activator]	-1%

Results, from the first entry:
SMILES	TRb-SRC2 inh	KDM4E inh	RECQ1 inh	GoLoco inh red	TR SRC2 fluor cs	Tau ThT inhib	L3MBTL1 block	Tau FP inhib
CCn1cc(C(=O)O)c(=O)c2cc(F)c(N3CCN(C(=S)NC(=O)c4ccccc4Cl)CC3)cc21	6%	?	-1%	-5%	-2%	.	.	-6%
CCN(CCO)c1ncnc2c1sc1nc(C(C)C)c3c(c12)CC(C)(C)OC3	-2%	?	-10%	-7%	-7%	-9%	36%[activator]	-1%
COc1ccccc1CCNC(=O)CSc1nnc2ccc(-c3cccnc3)nn12	0%	?	0%	-3%	-2%	-6%	5%	10%
O=C(NC(=S)Nc1ccc(S(=O)(=O)Nc2nccs2)cc1)c1cccc(F)c1	10%	0%	-3%	2%	3%	-4%	5%	-14%
O=C(NC1CCCCNC1=O)c1ccc(Cl)cc1 (stereo not given)	-15%	-1%	-17%	2%	-1%	-4%	6%	-4%
COc1ccccc1-n1cnc2cc(C(=O)NCc3ccco3)ccc21	-7%	-5%	0%	18%	2%	-2%	.	-9%
O=C(NNc1cccc([N+](=O)[O-])c1)/C(=C\c1cccnc1)NC(=O)c1ccccc1	10%	-5%	-8%	9%	-6%	-11%	-8%	-2%
CCC(=O)Nc1ccc(NC(=O)c2ccccc2)nc1	1%	12%	i	-3%	-4%	?	5%	3%
COc1ccc(C(=O)N2CCCC(c3nc(-c4cccs4)no3)C2)cc1OC (stereo not given)	-17%	1%	-8%	-8%	-2%	-6%	0%	-6%
COC(=O)[C@@H]1CC[C@H](C)[C@@H](c2ccc(C)cc2)N1C(=O)c1ccc(/C=N\O[C@@H]2O[C@H](COC(C)=O)[C@H](OC(C)=O)[C@H](OC(C)=O)[C@H]2OC(C)=O)cc1	2%[11.2 µM]	.	0%[11.5 µM]	.	1%[11.2 µM]	-10%[11.5 µM]	.	3%[11.6 µM]
COc1ccccc1/C=C/C=N/n1c(-c2ccc(Cl)cc2Cl)n[nH]c1=S	-1%	?	i	-4%	-5%	-11%	-17%	4%
CCOC(=O)C1=C(C)C2C3C(=O)N(c4cc(C)ccc4C)C(=O)C3C1(C)C1C(=O)N(c3cc(C)ccc3C)C(=O)C21 (stereo not given)	-1%	-21%	-10%	19%	1%	-16%	1%	-4%
CCNc1nc(-c2ccc(OC(F)F)cc2)c(C)s1	1%	-9%	-13%	0%	-4%	?	.	-3%
CCCc1nnc(NC(=O)c2nc(S(=O)(=O)Cc3ccc(C)cc3)ncc2Cl)s1	-6%	.	.	.	-3%	?	.	?
CCOC(=O)N1CCN(C(=O)Cn2cnc3ccccc3c2=O)CC1	5%	-22%	i	2%	-4%	-3%	-8%	1%
Cc1ccc(NC(=O)c2ccc(N3CCOCC3)c([N+](=O)[O-])c2)cc1S(=O)(=O)N1CCOCC1	3%	-7%	-6%	-9%	-2%	?	-9%	?
COc1ccc(-c2noc(-c3ccc(N4CCN(C)CC4)c([N+](=O)[O-])c3)n2)cc1	1%	.	.	.	0%	16%	.	-7%
c1ccc(OCc2nnc3n2CCCCC3)cc1	-10%	-1%	12%	-7%	-5%	-1%	43%[activator]	5%
Cc1ccc(C(=O)OCC(=O)Nc2sc3c(c2C#N)CCCCC3)cc1NC(=O)c1ccco1	2%	1%	-8%	11%	-1%	-12%	-5%	-8%
COc1ccc(NC(=O)CN2C(=O)COc3ccc(S(=O)(=O)N4CCCCC4)cc32)cc1OC	-4%	.	.	.	-2%	-5%	.	-4%
COc1ccc(C2=NN(C(=O)CSc3cn(C)c4ccccc34)C(c3ccc(OC)cc3)C2)cc1 (stereo not given)	1%	-7%	i	3%	3%	?	-11%	6%
CCOc1c(OC(C)=O)ccc(/C=C/c2ccc3cccc(OC(C)=O)c3n2)c1[N+](=O)[O-]	1%	-8%	32µM*	-13%	-9%	6.3µM*	-10%	?
Cc1cc(NS(=O)(=O)c2ccccc2)n(-c2ccccc2)n1	-2%	-3%	-11%	11%	1%	-2%	4%	-3%
Cn1c(C(=O)N(Cc2ccccc2)Cc2ccccn2)cc2sccc21	8%	2%	i	1%	-3%	-13%	.	4%
Cc1nn(C(C)C(=O)NC2CCC(C)CC2)c(=O)c2cc3sccc3n12 (stereo not given)	-6%	.	.	.	4%	-8%	.	0%
CS(=O)(=O)N1CCCC(C(=O)NCc2cccs2)C1 (stereo not given)	10%	0%	-5%	3%	0%	-7%	3%	-2%
CCC(C)C(=O)Nc1nccs1 (stereo not given)	-2%	2%	-12%	11%	0%	-7%	1%	-6%[2.34 µM]
CC(C)(C)c1ccc(C(=O)N/C(=C\c2cccs2)C(=O)NCc2ccco2)cc1	2%	-7%	2%	.	-1%	-6%	-26%	0%
COc1ccc(CN2CNc3nc4ccccc4n3C2)cc1	-7%	91%[activator]	-7%	-7%	-2%	-6%	.	-15%
COc1ccc(C(=O)NNC(=S)NC(=O)/C=C/c2cccs2)cc1	-1%	12%	-6%	13%	-1%	-5%	1%	4%
Cc1ccc(NC(=O)/C(C#N)=C/c2ccccc2Cl)cc1C	1%	.	.	.	?	?	.	-2%
COC(=O)c1c(NC(=O)c2ccco2)sc(C(=O)N(C)C)c1C	-2%	?	-2%	7%	0%	-11%	-5%	-2%
Nc1c(-c2ccccc2)cnn1-c1ccc(C(=O)O)cc1	2%	-3%	10%	6%	-2%	-11%	.	2%
O=c1nc(N2CCOCC2)nc(N/N=C/c2ccc3c(c2)OCO3)[nH]1	2%	?	i	10%	-1%	-17%	15%	-1%
CCCCC(=O)Nc1ccccc1C(C)C	-4%	-3%	-8%	11%	-1%	1%	-2%	-4%
COC(C[C@@H]1O[C@@H]1[C@H](O)COCc1ccccc1)OC	5%	16%	i	6%	-1%	0%	-4%	0%
COc1ccc(-c2[nH]ncc2CN2CCC(OCc3ccccc3)CC2)c(F)c1	-1%[53 µM]	14%	-14%	5%	-2%[53 µM]	-4%	-8%	0%
O=C1NC2(CCSC2)C(=O)N1CC(=O)N(Cc1ccccc1)C1CCS(=O)(=O)C1 (stereo not given)	5%	0%	-5%	8%	0%	-1%	1%	-3%
O=C(COC(=O)COc1ccccc1[N+](=O)[O-])Nc1ccccc1Br	-2%	-1%	-13%	-2%	-1%	11%	13%	7%
CN(C)S(=O)(=O)c1ccc(C(=O)Nc2nnc(-c3cccs3)o2)cc1	0%	?	i	8%	-7%	0%	17%	8%
O=C(NCc1cccnc1)c1nc(-c2ccc(C(F)(F)F)cc2)no1	-2%	2%	i	6%	-2%	-3%	5%	?
COc1ccc(C(NC(=O)/C=C/c2ccco2)c2ccc(OC)c(OC)c2)cc1 (stereo not given)	9%	-16%	-9%	11%	-7%	6%	?	0%
COC(=O)c1c(C(=O)OC)c(-c2cccc(C)c2)n2c1CS(=O)C2 (stereo not given)	3%	6%	i	110%[activator]	-3%	-1%	.	-5%
CSc1nnc(-c2cccn(Cc3ccccc3)c2=O)o1	-7%	?	2%	9%	-1%	-11%	-10%	-6%
CS(=O)(=O)N(CC(=O)N1CCN(c2cccc(Cl)c2)CC1)C1CCCCC1	0%	6%	-12%	1%	0%	4%	-10%[11.4 µM]	-2%
CSc1nc(N(C)C)c2ccccc2n1	-6%	3%	24%	-9%	-1%	16%	-4%	-2%
COc1ccc(N(CC(=O)Nc2ccccc2C(=O)NCCc2ccccc2)S(C)(=O)=O)cc1OC	7%	2%	i	2%	2%	-8%	.	-6%
COc1cccc(C2CCCN2Cc2nc(CC3CC3)no2)c1 (stereo not given)	?	-11%	-5%	-5%	?	-11%	18%	-10%
COc1ccc(-c2cc(C(F)(F)F)nc(SCC(=O)NCCCN3CCOCC3)n2)cc1	6%	?	i	-6%	-1%	-6%	9%	-6%
C=CCN1C(=O)C2(/C(=C(\O)c3ccc4c(c3)OCCO4)C(=O)C(=O)N2CCCOC)c2ccccc21 (stereo not given)	-4%	-17%	-15%	6%	-3%	-2%	-4%[11.4 µM]	6%
COc1cc(OC)c(CN2CCC(CO)(CCOc3ccccc3)CC2)c(OC)c1	6%[53 µM]	4%	i	8%	0%[53 µM]	1%	-14%	5%
CCOC(=O)c1c(-c2ccc(C)c(C)c2)csc1NC(=O)C1CC=CCC1C(=O)O (stereo not given)	0%	2%	-9%	6%	-1%	?	.	-3%
NC(=O)COC(=O)/C=C/c1ccccc1[N+](=O)[O-]	5%	0%	-16%	-11%	1%	6%	0%	4%
CC(C)(C)c1ccc(S(=O)(=O)Nc2ccccn2)cc1	-3%	125%[activator]	i	-13%	-1%	0%	4%	-1%
CCOC(=O)COc1ccc(CC)cc1C(=O)c1ccn2nc(-c3ccc(Cl)cc3)cc2n1	3%	.	.	.	-9%	-1%	.	-23%
Cc1cc(C)nc(N/C(=N\S(=O)(=O)Cc2ccccc2)Nc2ccc(F)c(Cl)c2)n1	-4%	12%	-9%	-9%	0%	-12%	4%	-6%
Cc1ccccc1NC(=O)N1CCc2ccccc2C1	-5%	13%	25%	3%	0%	-5%	2%	-1%

For reference, three of the compounds above:
SMILES	TRb-SRC2 inh	KDM4E inh	RECQ1 inh	GoLoco inh red	TR SRC2 fluor cs	Tau ThT inhib	L3MBTL1 block	Tau FP inhib
CCOC(=O)COc1ccc(CC)cc1C(=O)c1ccn2nc(-c3ccc(Cl)cc3)cc2n1	3%	.	.	.	-9%	-1%	.	-23%
Cc1cc(C)nc(N/C(=N\S(=O)(=O)Cc2ccccc2)Nc2ccc(F)c(Cl)c2)n1	-4%	12%	-9%	-9%	0%	-12%	4%	-6%
Cc1ccccc1NC(=O)N1CCc2ccccc2C1	-5%	13%	25%	3%	0%	-5%	2%	-1%

Compound activity from PubChem.

The list is partial; rates above refer to the full screens.
